JMJD2A Tudor inh: qHTS Assay for Inhibitors of JMJD2A-Tudor Domain; Lysine-specific demethylase 4A (Homo sapiens), O75164; AlphaScreen JMJD2A-Tudor / H3K4me3 peptide binding; Potency, µM (titrated, usually from 114 µM), for inactives: at the highest dose activity change, negative = inhibition, usual class: inhibitors; hit rate 4.4% among 390,000; note: potency is the fitted concentration of half-maximal effect; % is set by controls: 0 for no effect and ±100 for the full control effect; nearly all actives have a fitted effect of over 50% in size
POLH inh: qHTS for Inhibitors of Polymerase Eta. DNA polymerase eta (Homo sapiens), Q9Y253. recombinant Pol eta, fluorescent DNA replication assay. Potency, µM (top dose mostly 114 µM), inactives show top-dose activity change, negative = inhibition, hits mostly inhibitors. hit rate 1.2% among 390,000; note: potency is the fitted concentration of half-maximal effect; % is set by controls: 0 for no effect and ±100 for the full control effect
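Pol eta at 10 nM preincubated with compounds 15 min at room temperature; reaction started with fluorescent substrate (50 nM final) and read kinetically at 0 and 10 min.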
HP1b binding inh: HTS for Inhibitors of HP1-beta Chromodomain Interactions with Methylated Histone Tails; Chromobox protein homolog 1 (Homo sapiens), P83916; AlphaScreen HP1-beta / biotin-H3K9me3 peptide binding; Potency, µM (top dose mostly 114 µM), inactives show top-dose activity change, negative = inhibition, most hits filed as inhibitors; hit rate 0.56% among 390,000; note: potency is the fitted concentration of half-maximal effect; nearly all actives have a fitted effect of over 70% in size; inactives centre near 23
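HP1-beta protein (50 nM final) preincubated 30 min at room temperature with biotinylated H3(1-18)K9me3 peptide (50 nM) in PBS pH 7.4, 0.01% Tween-20, then compound added for 30 min. AlphaScreen streptavidin donor/nickel chelate acceptor beads (10 ug/mL final), 30 min dark, luminescence read.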
GLS inh: qHTS for Inhibitors of Glutaminase (GLS); Potency, µM (doses to about 45.5 µM), inactives show at the top dose activity change, negative = inhibition, actives largely listed as inhibitors; hit rate 0.21% among 410,000; GLS enzymatic activity, qHTS titration; note: potency is the fitted concentration of half-maximal effect; % is set by controls: 0 for no effect and ±100 for the full control effect
Target sequence (O94925 whole entry, looked up): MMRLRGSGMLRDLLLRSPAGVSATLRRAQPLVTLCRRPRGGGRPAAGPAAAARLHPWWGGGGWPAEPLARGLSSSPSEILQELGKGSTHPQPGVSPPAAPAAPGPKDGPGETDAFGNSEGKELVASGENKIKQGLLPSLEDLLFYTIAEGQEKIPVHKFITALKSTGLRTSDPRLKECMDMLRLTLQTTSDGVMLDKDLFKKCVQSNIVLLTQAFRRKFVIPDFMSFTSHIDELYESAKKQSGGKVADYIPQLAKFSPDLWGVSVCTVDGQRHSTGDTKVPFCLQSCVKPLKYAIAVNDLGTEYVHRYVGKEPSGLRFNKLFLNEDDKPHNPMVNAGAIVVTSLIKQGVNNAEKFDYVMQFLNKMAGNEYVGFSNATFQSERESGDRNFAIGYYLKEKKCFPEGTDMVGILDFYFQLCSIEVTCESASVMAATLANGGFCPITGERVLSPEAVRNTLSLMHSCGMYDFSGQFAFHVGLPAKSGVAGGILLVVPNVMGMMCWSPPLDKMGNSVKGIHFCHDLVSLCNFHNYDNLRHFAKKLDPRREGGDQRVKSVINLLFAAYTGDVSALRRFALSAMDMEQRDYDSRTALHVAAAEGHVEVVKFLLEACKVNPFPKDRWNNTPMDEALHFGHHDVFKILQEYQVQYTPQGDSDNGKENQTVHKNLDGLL
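hKGA in 45 mM KH2PO4 pH 8.2, 0.02% Tween-20 with pin-transferred compounds; 1 mM L-glutamine (stock) plus glutamate oxidase/HRP/Amplex Red coupling added. Fluorescence read initially and after 30 min at RT.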
Pin1 inhibitor: qHTS Assay to Find Inhibitors of Pin1. Peptidyl-prolyl cis-trans isomerase NIMA-interacting 1 (Homo sapiens), Q13526. Potency, µM (titrated, usually from 115 µM), for the others: top-dose activity, negative = inhibition, usual class: inhibitors. hit rate 0.009% among 390,000. Pin1 FP peptide displacement, HiFluor488, 10 min; active = well fitted inhibition curve with a large enough effect in the polarisation, with a control signal flat, not every such curve was filed as active; inconclusive = small, poorly fitted or top-dose-only effect, or effect the other way, or a change in a side signal; inactive = no such curve, though single readings can be large or run the other way; the % refers to the polarisation; note: potency is the fitted concentration of half-maximal effect; % is set by controls: 0 for no effect and ±100 for the full control effect
G9a block: qHTS Assay for Inhibitors of Histone Lysine Methyltransferase G9a | hit rate 8.8% among 350,000 | G9a H3K9 monomethylation, AlphaScreen, 2 h | Potency, µM (series often up to 102 µM), inactives show at the highest dose activity, negative = inhibition, actives largely listed as inhibitors | Histone-lysine N-methyltransferase EHMT2 (Homo sapiens), Q96KQ7; note: potency is the fitted concentration of half-maximal effect; % is set by controls: 0 for no effect and ±100 for the full control effect; nearly all actives have a fitted effect of over 75% in size
Target sequence (Q96KQ7 913-1193 limits assumed): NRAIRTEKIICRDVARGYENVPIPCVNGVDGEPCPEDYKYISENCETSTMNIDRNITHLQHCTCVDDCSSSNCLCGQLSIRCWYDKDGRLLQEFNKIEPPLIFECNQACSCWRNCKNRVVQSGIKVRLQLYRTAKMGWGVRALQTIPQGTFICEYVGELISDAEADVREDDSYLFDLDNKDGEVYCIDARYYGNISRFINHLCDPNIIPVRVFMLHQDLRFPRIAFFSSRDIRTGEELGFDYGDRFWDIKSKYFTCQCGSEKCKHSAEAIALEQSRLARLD
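AlphaScreen detection with an anti-monomethyl H3K9 antibody quantified product after a 2 h room-temperature reaction containing 500 nM biotinylated H3K9 peptide, 20 µM SAM and 20 nM enzyme, which had been preincubated 15 min with compound.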
PI4K2A inh: qHTS for small molecular inhibitors of PI4K2A; Phosphatidylinositol 4-kinase type 2-alpha (Homo sapiens), Q9BTU6; purified PI4K2A, ADP-Glo luminescence, 1 h; stronger effect = lower value; activity change, negative = inhibition, % at 76.9 µM; hit rate 0.13% among 420,000; in the data active = activity change below about -50%; inconclusive = mostly about -30% to -49%;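 note: -100% = wells without enzyme as full effect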
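PI4K2A activity was measured by ADP-Glo luminescence: enzyme (4 ug/mL stock) and phosphatidylinositol (1.2 mM stock) in Tris pH 7.5/MgCl2/EGTA/Triton X-100 buffer were reacted with ATP (300 microM stock) for one hour at ambient temperature.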
PGK inhibitor: qHTS Assay to Find Inhibitors of Phosphoglycerate Kinase | Phosphoglycerate kinase, glycosomal (Trypanosoma brucei brucei), P07378 | PGK/GAPDH coupled, Kinase-Glo luminescence, 60 min | Potency, µM (series often up to 57.5 µM), inactives show at the top dose activity change, negative = inhibition, actives largely listed as inhibitors | hit rate 0.043% among 380,000; note: potency is the fitted concentration of half-maximal effect; % is set by controls: 0 for no effect and ±100 for the full control effect; nearly all actives have a fitted effect of over 60% in size
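Luminescent ATP detection (Kinase-Glo Plus) follows a 60-minute room-temperature incubation, with wells lacking PGK as controls. Buffer: 100 mM TEA (pH 7.6), 5 mM MgCl2, 0.01% Tween-20. Coupling enzyme GAPDH (100 nM final) supplies unstable 1,3-BPG in-well.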
BAZ2B inh: qHTS Assay for Inhibitors of BAZ2B; AlphaScreen BAZ2B-H3K14Ac peptide displacement; hit rate 4.4% among 360,000; Bromodomain adjacent to zinc finger domain protein 2B (Homo sapiens), Q9UIF8; Potency, µM (series often up to 114 µM), for the others: top-dose activity change, negative = inhibition, hits mostly inhibitors; note: potency is the fitted concentration of half-maximal effect; % is set by controls: 0 for no effect and ±100 for the full control effect; nearly all actives have a fitted effect of over 60% in size
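AlphaScreen luminescence quantifies BAZ2B engagement of H3K14Ac peptide; the protein and biotinylated peptide are both at 50 nM final, buffer PBS pH 7.4 with 0.01% Tween-20, all steps at room temperature.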
* = called active by the depositor; i = inactive; ? = inconclusive; / = not tested or not shown; [ ] = another dose, or the depositor's remark. Unless noted, calls come from the whole dose curve; as a rule, active = well fitted curve in the direction sought with a large enough effect; inconclusive = small, poorly fitted or top-dose-only effect, or another doubt; inactive = no such curve, though single readings can be large; an effect the other way counts as inactive or inconclusive. A portion of the library; count on the stated rates, not on these rows.

Structure | JMJD2A Tudor inh | POLH inh | HP1b binding inh | GLS inh | Pin1 inhibitor | G9a block | PI4K2A inh | PGK inhibitor | BAZ2B inh
CCOC(=O)c1sc(N)c(C#N)c1CSc1nnc(C2CCCCC2)n1N | -10% | -13% | 34%[activator] | 43%[activator] | 22% | 23%[59 µM] | 0 | -11% | 5%
Cc1nn(-c2ccccc2)c(C)c1C(=O)OCC(=O)N(C)c1ccccc1 | -14% | -27% | 32%[activator] | 1% | -8% | 6%[59 µM] | 5 | -3% | 2%
O=C(C(Sc1ccccc1)c1ccccc1)N1CCN(c2ccccc2F)CC1 (stereo not drawn) | 3% | -15% | 100%[activator] | 0% | ? | -9%[0.0925 µM] | -2 | 3% | 2%
COc1ccc(OC)c(NC(=O)CSc2nccn2-c2cc(C)cc(C)c2)c1 | 10µM* | -4% | ? | -1% | 5% | 16µM* | 1 | -9% | 13µM*
COC/C=C/C1=CC2=CC(=O)C(C)(OC(=O)c3cnc4ccccc4n3)C(=O)C2=CN1Cc1ccco1 (stereo not drawn) | ? | -12% | 24% | -12% | -26% | / | -20 | 2% | /
Cc1ccc2c(CN3CCN(S(=O)(=O)c4ccccc4C(F)(F)F)CC3)cc(=O)oc2c1C | -7% | 0% | 18% | 7% | 13% | 7%[2.33 µM] | -2 | 3% | 11%
Cc1ccc(S(=O)(=O)N(C)C[C@H]2OCc3cnnn3CCCC(=O)N([C@@H](C)CO)C[C@H]2C)cc1 | / | -5% | / | -14% | / | / | 9 | 8% | /
Cc1ccc(-c2nc(NC(=O)CSc3nnc4scc(-c5ccccc5)n34)ns2)cc1 | ? | 1% | 38% | -9% | ? | ? | 8 | -1% | ?
CC1(C)CC(=O)c2sc(NS(=O)(=O)c3ccc([N+](=O)[O-])cc3)nc2C1 | -10% | -15% | 22% | 4% | 3% | ? | -4 | 2% | -13%
CC(=O)NNc1ncnc2c1cnn2-c1ccc(C)c(Cl)c1 | -13% | -3% | 15% | -10% | -7% | 8%[12.7 µM] | 3 | -2% | -11%
O=C(/C=C/c1ccc(Cl)cc1Cl)Nc1ccncc1 | -6% | ? | 29% | -4% | 1% | -1%[59 µM] | 4 | -3% | -25%
Cc1ccc(NC(=O)CCNC(=O)c2ccc(Cl)cc2)nc1 | 2% | 11% | 34% | 0% | -11% | / | 11 | 2% | -3%
COc1ccc(CCNC(=O)CN(Cc2ccc(Cl)cc2)S(C)(=O)=O)cc1OC | -2% | -8% | 52%[activator] | -1% | -1% | -5% | -3 | -10% | -4%
O=C(N/N=C/c1ccc2ncccc2c1)c1ccco1 | 79µM* | 0% | 2% | 12% | -9% | 14µM* | -2 | -14% | -16%
COc1cccc(/C=C/C(=O)OCC(=O)N2CCN(S(=O)(=O)c3ccc(Cl)cc3)CC2)c1 | -3% | -12% | 31% | -6% | -6% | ? | 4 | i | -18%
Cc1cc(C)c(-n2c(SCCS(=O)(=O)c3ccc(F)cc3)n[nH]c2=O)c(C)c1 | -12% | 6% | -1% | 6% | -12% | ? | -1 | -3% | -16%
O=C(NCCc1csc(-c2cccnc2)n1)c1cccc2ccccc12 | -5% | -15% | 41%[activator] | -8% | 1% | 2%[59 µM] | 1 | -6% | 12%
COC(=O)C1=C(C)N(Cc2ccccc2)C(=NCCN2CCOCC2)N[C@H]1CCc1ccccc1 | -20% | -25% | 47%[activator] | -10% | -5% | / | -1 | 8% | -8%
CCc1ccc(NC(=O)Cn2c(=O)nc(-c3ccccc3F)c3cc(Cl)ccc32)cc1 | -19% | -24% | 22% | -2% | 16% | 0%[59 µM] | -5 | i | -17%
COc1ccc(C(=O)N(Cc2sccc2C)C2CCS(=O)(=O)C2)cc1Cl (stereo not drawn) | -13% | / | 41%[activator] | 6% | -2% | -16%[59 µM] | 1 | / | -8%
COc1ccc(-c2cc(C(F)F)n3ncc(C(=O)N4CCN(C(=O)c5ccco5)CC4)c3n2)cc1 | 0% | -3% | 58%[activator] | 4% | 4% | ? | -1 | -10% | -5%
S=c1sc2c(N3CCN(Cc4ccccc4)CC3)ncnc2n1-c1ccccc1 | 5% | -18% | 6% | 2% | -11% | -3% | 2 | 0% | -7%
CCn1c(O)c(/C=N/N=C/c2ccc(OC)cc2)c2cc(C3=NNC(=O)CC3)ccc21 | -7% | 12% | 19% | 7% | ? | / | 0 | 3% | -11%
CC1CCN(c2ccc3nnc(CCC(=O)N4CCCCC4)n3n2)CC1 | -18% | -12% | 42%[activator] | 0% | ? | 23% | 6 | 2% | 2%
CCOC(=O)N1CCC(Nc2c(N3CCN(c4cccc(C(F)(F)F)c4)CC3)c(=O)c2=O)CC1 | -9% | -22% | 25% | 11% | -1% | -32% | -1 | -7% | 8%
Cc1ccc(C(=O)CC2(O)C(=O)N(C)c3ccc(Br)cc32)c(C)c1 (stereo not drawn) | -6% | -10% | 45%[activator] | -7% | -1% | -44%[59 µM] | 0 | 10% | 4%
Cc1cccc2cc(C#N)c(SCc3nnc(-c4ccccc4[N+](=O)[O-])o3)nc12 | -12% | -11% | 0% | 5% | 11% | ? | -3 | 1% | 3%
COC(=O)c1c(NC(=S)Nc2ccc(C(=O)N3CCOCC3)cc2)sc2c1CCC2 | -16% | 3% | 10% | 2% | 4% | 50µM* | -3 | 5% | -23%
O=C(CN1C(=O)CCSc2ccc(S(=O)(=O)N3CCOCC3)cc21)Nc1cccc(F)c1 | -26% | 2% | 17% | 6% | 0% | 2%[59 µM] | -6 | -11% | -36%
Cc1oc2cc3oc(=O)c(CC(=O)O)c(C)c3cc2c1-c1ccccc1 | -18% | -1% | 87%[activator] | 40%[activator] | ? | -10% | -3 | / | -16%

Structure | JMJD2A Tudor inh | POLH inh | HP1b binding inh | GLS inh | Pin1 inhibitor | G9a block | PI4K2A inh | PGK inhibitor | BAZ2B inh
COc1ccc(CC(NC(C)=O)C(=O)NC2CCN(S(=O)(=O)c3ccc(NC(C)=O)cc3)CC2)cc1OC (stereo not drawn) | -4% | -17% | 14% | -1% | -2% | -5% | -6 | i | ?
CC(C)[C@H](NC(=O)OCc1ccccc1)C(=O)OCC(=O)N1CCN(c2ccc(F)cc2)CC1 | -11% | -4% | 17% | ? | 1% | -6%[12.7 µM] | -4 | -7% | 5%
CCN(CC)CCN1C(=O)c2ccccc2NC1c1ccc(C)cc1 (stereo not drawn) | -16% | -9% | 10% | 21% | -3% | 2%[59 µM] | 2 | -5% | -8%
Cc1cccc(N2CCN(CC(=O)NCc3ccc(Cl)cc3)CC2)c1C | -8% | -19% | 69%[activator] | -8% | -3% | / | -2 | -1% | 4%
Cc1ccc(NC(=O)C2CC(=O)N(Cc3ccccc3)C2)nc1 (stereo not drawn) | -11% | -7% | 31% | 1% | -7% | -5% | -3 | 0% | -2%
O=c1nc(/C=C/c2ccc(O)c(O)c2)oc2ccccc12 | -29% | ? | -6% | 5.6µM* | 1% | 40µM* | 3 | -6% | ?
COc1cccc(CNC(=O)CN2C(=O)COc3ccc(S(=O)(=O)N4CCCC4)cc32)c1 | -4% | -12% | 68%[activator] | -10% | 0% | 60%[activator] | -8 | i | -4%
COc1cccc2cc(-c3nnc(-c4ccc(Cl)cc4)o3)c(=O)oc12 | -3% | -25% | 39%[activator] | -13% | 3% | 35%[activator][59 µM] | -3 | 6% | 2%
Cc1c(Nc2scc(-c3ccccc3)[n+]2-c2ccccc2)c(=O)n(-c2ccccc2)n1C | 56µM* | -6% | ? | -6% | 3% | 28µM* | 6 | 4% | 50µM*
O=C(CCNC(=O)c1ccc([N+](=O)[O-])cc1)NCCCN1CCCC1=O | -3% | -3% | 16% | -4% | 1% | 11%[12.7 µM] | 0 | 4% | -3%
CCOC(=O)N1CCN(CC(O)COC(CC)c2ccccc2)CC1 (stereo not drawn) | -16% | -9% | 46%[activator] | -12% | 6% | -8% | 3 | 0% | 9%
O=C(O)CCCc1ccc2c(c1)CCc1ccccc1-2 | -19% | -4% | 39%[activator] | -1% | 0% | 8%[2.33 µM] | -5 | -2% | 10%
O=C(O)c1cc2nc3c(c(C(F)(F)F)n2n1)CCCC3 | -8% | 1% | 7% | 14% | -3% | -4% | -2 | i | -22%
Cc1occc1C(=O)N(C)CC1CCCN(CCc2ccc(Cl)cc2)C1 (stereo not drawn) | / | 5% | / | 4% | / | / | 2 | 3% | /
O=C(CN1C(=O)S/C(=C/c2ccncc2)C1=O)Nc1ccccc1 | -21% | 6% | 36% | -5% | 0% | 33% | -1 | 2% | -6%
Cc1ccc(Cl)cc1NC(=O)Nc1cn(CC(C)C)c(=O)c2ccccc12 | 10% | 22µM* | 24% | -5% | 5% | ? | -3 | ? | -2%
CNC(=O)Cn1ncc2c(C)n(Cc3ccc(C)cc3)c(C)c2c1=O | 2% | -3% | 2% | 6% | 8% | 0%[12.7 µM] | -1 | 6% | -6%
CS(=O)(=O)N1CC2CCCN2c2ccc(C(F)(F)F)cc21 (stereo not drawn) | -10%[11.4 µM] | -9% | -8% | 6% | -8% | 6% | -7 | -4% | -12%

Assay outcomes (PubChem)
